# Assay outcomes (PubChem)
# VEEV TC-83 Vero = inhibitors of VEEV TC-83 cytopathic effect, confirmation, Vero cells (AID 588727). Vero cells, VEEV TC-83 cytopathic effect inhibition; higher % means a stronger effect. inhibition, % at 20 µM; hits with a dose series show IC50 in µM. 350,000 tested, 0.13% active; in the data active = a potency from the dose series; inconclusive = inhibition mostly from about 14% at the one dose, without a potency; inactive = the rest, 99 in 100 with inhibition below about 12%; note: strong numbers were not always called active
# tuberculosis growth = growth inhibition of non-replicating M. tuberculosis (AID 488890). Mycobacterium tuberculosis non-replicating, growth inhibition; higher % means a stronger effect. inhibition, % at 25 µM, or IC50 in µM where a hit was titrated. 320,000 tested, 0.39% active; in the data active = a potency from the dose series; inconclusive = inhibition mostly from about 82% at the one dose, without a potency; inactive = the rest, 99 in 100 with inhibition below about 76%;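 note: plate controls were DMSO cells for no effect and high antibiotic wells for full effect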
# H37Rv inhibition = M. tuberculosis growth inhibition, HTS (AID 449762) | M. tuberculosis H37Rv growth inhibition, 7H9 media; higher % means a stronger effect | inhibition, % at 25 µM; hits with a dose series show IC50 in µM | 330,000 tested, 0.59% active; in the data active = a potency from the dose series; inconclusive = inhibition above about 70% without an active follow-up result;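 note: bacterial growth assessed after seven days of incubation; strong numbers were not always called active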
# H1N1 NS1A inhibition = H1N1 influenza NS1A inhibitors, functional cell based assay (AID 504329); NS1A functional cell-based assay, percent inhibition; higher % means a stronger effect; inhibition, % at 12.5 µM; hits with a dose series show IC50 in µM; 340,000 tested, 0.3% active; in the data active = a potency from the dose series; inconclusive = inhibition above about 27% without an active follow-up result; note: strong numbers were not always called active
# PhoP GFP inhibition = Inhibition of PhoP regulon, Salmonella typhi GFP reporter cells, confirmation, 4 h (AID 1850); Salmonella Typhi PhoP-promoter GFP reporter, fluorescence, 4 h; higher % means a stronger effect; inhibition, % at 50 µM; hits with a dose series show IC50 in µM; 310,000 tested, 0.33% active; in the data active = a potency from the dose series; inconclusive = inhibition mostly from about 25% at the one dose, without a potency; inactive = the rest, 99 in 100 with inhibition below about 19%;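 note: 0% = induced wells with vehicle and 100% = uninduced wells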
# VEEV TC-83 Vero 10K pilot screen = recorded beside VEEV TC-83 Vero, whose call it bears; inhibition, %; measured here: 10K pilot screen inhibition
# * hit, by the source's call; i = inactive; ? = inconclusive; · = not tested or not shown; & = joins results of further samples.
SMILES,VEEV TC-83 Vero,tuberculosis growth,H37Rv inhibition,H1N1 NS1A inhibition,PhoP GFP inhibition,others
CCOc1cc(/C=N/N=C2/NC(=O)C(CC(=O)O)S2)ccc1OCc1ccccc1Cl (centres undefined),i,23.1%,16.0%,-4.0%,-1.0%,
COc1cc(/C=N/n2cnnc2)ccc1OC(=O)N(C)C,0.6%,4.8%,0.3%,-8.8%,7.5%,
Cc1ccc(NC(=O)N2CCCCCC2)cc1C,3.1%,6.8%,6.4%,36.5%,-1.1%,
O=S(=O)(CCn1cccc1)CCn1cccc1,0.9%,-11.3%,-6.5%,1.8%,7.2%,
Cc1ccccc1NC(=O)c1nn(-c2ccc(F)c(F)c2)ccc1=O,2.0%,0.3%,1.6%,-4.3%,1.3%,
Cn1c(CN2CCN(CC#N)CC2)c(C#N)c2ccccc21,3.5%,3.7%,8.8%,-0.1%,1.4%,VEEV TC-83 Vero 10K pilot screen=0.0
O=C(Nc1ccon1)Nc1cc(Cl)ccc1Cl,9.5%,57.5%,0.6%,-4.2%,-13.1%,
CCn1c(SCC(=O)c2ccc(NC(C)=O)c(OC)c2)nnc1-c1ccc(NS(C)(=O)=O)cc1,0.5%,-7.1%,10.2%,1.5%,-1.4%,
CCN1C(=O)CS/C1=N\c1nccs1,1.7%,-4.9%,-3.6%,-0.2%,0.1%,
CCOC(=O)CNC(=S)N(CCCN1CCCC1)Cc1cccs1,0.3%,-20.5%,-9.2%,4.0%,1.5%,VEEV TC-83 Vero 10K pilot screen=0.2
O=C(O)CCS(=O)(=O)c1nc(-c2cccs2)cc(C(F)(F)F)n1,1.9%,·,·,26.2%,-7.0%,
CS(=O)(=O)c1ccc(C(=O)Nc2ccc(S(=O)(=O)N3CCCCC3)cc2)cc1,1.4%,2.2%,2.5%,-10.7%,7.7%,
COc1cc(-c2ccc3oc(-c4ccsc4)c(C#CC4(O)CCCCC4)c3c2)cc(OC)c1OC,5.0%,-14.8%,51.2%,7.5%,4.9%,
Cc1ccc(Cc2nc(-c3cccnc3)no2)cc1,0.8%,?,9.9%,-4.4%,-4.3%,
N#CCSc1nnc(CNc2cccc(Cl)c2)o1,i,2.5%,3.7%,-10.4%,1.3%,
C=CCN=C(SCC(=O)c1ccc(Cl)cc1)c1c(O)n(C)c(=O)n(C)c1=O,0.5%,44.6%,-6.0%,-13.2%,1.4%,
CCCNS(=O)(=O)c1ccc(CCC(=O)N2CCCCC2)cc1,0.3%,20.8%,1.6%,-3.4%,-16.5%,
CC(Sc1nn(-c2ccc(F)cc2)c(=S)s1)C(=O)c1c(N)n(C)c(=O)n(C)c1=O (centres undefined),5.5%,-1.0%,-1.2%,8.7%,3.5%,
COc1ccc(N2C(=O)/C(=C\c3ccco3)N=C2SCC(=O)NC(C)C)cc1Cl,0.7%,8.5%,3.5%,6.5%,-5.0%,
O=C(O)C1CC=CCC1C(=O)NCCCCc1ccccc1 (centres undefined),2.1%,-1.1%,-1.4%,-7.5%,5.5%,
COCCn1c(=O)[nH]c2cc(C(=O)NCCN3CCN(c4ccc(OC)cc4)CC3)ccc2c1=O,0.4%,2.1%,-11.1%,7.2%,-13.7%,
O=[N+]([O-])c1ccc(N/N=C/c2sc(N3CCOCC3)nc2-c2ccccc2)c(S(=O)(=O)Nc2ccc(Cl)cc2)c1,10.3%,·,·,17.2%,·,
CCNC(=S)NNC(=O)c1cc(-c2cccnc2)nc2ccccc12,2.8%,10.9%,2.6%,5.2%,-3.1%,
C/C(CC(=O)Nc1c(Cl)cccc1C(F)(F)F)=N\NC(=O)c1cnccn1,0.3%,42.8%,-1.3%,2.7%,-4.8%,
Cc1ccc(Cl)cc1-n1c(O)c(C=NCCCN2CCOCC2)c(=O)[nH]c1=O,0.2%,2.3%,-2.4%,2.1%,1.3%,
Cc1ccc(-n2ccc(=O)c(C(=O)Nc3ccc(S(=O)(=O)Nc4nccs4)cc3)n2)cc1,3.2%,6.6%,1.0%,-2.8%,-2.4%,
FC(F)(F)c1nnc2c(Sc3ccccc3)nc3ccc(Cl)cc3n12,i,-4.1%,-14.8%,-2.5%,-3.7%,
Cc1ccc(NC(=O)CCc2nc3ccccc3[nH]2)cc1C,0.8%,-2.5%,-4.1%,1.7%,6.3%,
Cc1cc(N2CCOCC2)n2nc(C(F)(F)F)c(-c3ccccc3)c2n1,0.7%,-30.8%,1.7%,-11.0%,9.9%,
COC(=O)N/N=C/c1cn(CCOc2ccc(OC)cc2)c2ccccc12,0.4%,30.8%,-0.4%,-15.9%,0.4%,
CSc1ccccc1NC(=O)COC(=O)Cn1cc(C(F)(F)F)ccc1=O,i,-4.5%,-8.7%,-14.5%,·,
C1=C(CCNCC2CCCCC2)CCCC1,1.4%,-11.9%,-11.8%,12.4%,-2.2%,
COC(=O)C1=C(C)NC(=S)NC1/C=C/c1ccccc1 (centres undefined),1.3%,8.5%,-9.3%,-10.7%,-6.1%,
Cc1nn(Cc2ccccc2)c(Cl)c1C(=O)OC1CCOC1=O (centres undefined),1.8%,3.6%,-1.4%,-6.1%,-4.3%,
CSc1nnc(NC(=O)C23CC4CC(CC(C4)C2)C3)s1,2.6%,18.9%,3.2%,-0.6%,1.8%,
CCn1nc(NS(=O)(=O)c2ccc(NC(C)=O)cc2)c2cc3cccc(C)c3nc21,i,-0.9%,-1.2%,4.1%,-0.6%,
CCc1ccc(/C=N/NC(=O)c2ccc(OC3CCCC3)cc2)s1,1.4%,39.1%,3.9%,4.2%,-7.9%,
N#Cc1nc(N2CCCC2)nc(N2CCCC2)n1,1.8%,29.3%,-0.6%,2.8%,-14.9%,
Cc1ccc(CSc2nc3c(c(SCC(=O)O)n2)CCCC3)cc1,6.7%,11.3%,2.0%,-3.3%,-2.3%,
C=CCOC(=O)C1C(C(=O)O)C2(Cl)C(Cl)=C(Cl)C1(Cl)C2(Cl)Cl (centres undefined),2.8%,·,·,2.5%,·,
O=C(CSc1nnnn1-c1cccc(C(=O)O)c1)NC(c1ccccc1)c1ccccc1,0.2%,12.6%,-2.6%,5.2%,-1.7%,
CCCCCC(=O)Nc1cc(S(=O)(=O)N2CCOCC2)ccc1Oc1ccc(OCC)cc1,3.0%,-6.1%,-5.5%,-13.2%,6.6%,
Cc1ccccc1OCC(=O)OCC(=O)N1CCc2ccccc21,0.6%,·,·,-4.1%,·,
O=C(Nc1cccc(S(=O)(=O)N2CCOCC2)c1)[C@@H]1CCCN1S(=O)(=O)c1ccc(Cl)cc1,3.9%,25.4%,2.3%,-3.0%,22.7%,
O=[N+]([O-])c1cccc(COc2ccc(CN3CCCC3)cc2)c1,i,·,·,1.2%,·,
CCCn1c(=O)c2c(nc3n2CCCN3CCc2ccc(OC)c(OC)c2)n(C)c1=O,1.8%,17.6%,-2.1%,-25.7%,-8.9%,
CCCCCN1C=CC(=C2C(=O)c3ccccc3C2=O)C=C1,i,8.2%,5.5%,-8.2%,-4.7%,
CC(C)C[C@H](NC(=O)C1CC(=O)N(c2ccc(F)cc2)C1)C(=O)N1CCCCC1 (some centres undefined),0.5%,0.3%,1.8%,2.1%,1.4%,
O=C(c1ccco1)N1CCN(S(=O)(=O)Cc2ccccc2Cl)CC1,0.0%,0.6%,-0.2%,2.5%,-12.4%,
Fc1ccc(-c2nnc(-c3ccc(Cl)cc3)o2)cc1,4.1%,72.1%,8.1%,-14.3%,-14.1%,
CCc1nnc(NC(=O)CN2CCN(S(C)(=O)=O)CC2)s1,1.1%,-12.9%,0.3%,-3.5%,-2.4%,
CCCCn1c(N)c(N(CC(C)C)C(=O)CCS(=O)(=O)c2ccc(C)cc2)c(=O)[nH]c1=O,i,-3.2%,-0.5%,-3.1%,6.1%,
CC(C)NC(=O)N(C)C[C@H]1Oc2c(NC(=O)Nc3ccccc3)cccc2C(=O)N([C@H](C)CO)C[C@@H]1C,0.6%,2.0%,-2.6%,3.9%,·,
Cc1cccc(Cc2c(C)nc3c(C(=O)NCc4ccco4)cnn3c2C)c1,i,·,·,-5.3%,-13.9%,
COc1cc(C=O)ccc1OCC(=O)Nc1cccc(S(=O)(=O)N(C)c2ccccc2)c1,7.9%,30.1%,1.7%,-4.0%,-2.7%,
CC(C)N1CCC(=NNC(=O)c2cccs2)CC1,2.1%,65.0%,-4.6%,-1.2%,-1.3%,
Clc1ccc(CSc2nnc(-c3cccnc3)o2)cc1,6.4%,·,-4.5%,-3.5%,-2.1%,
C/C(=N/NC(=O)c1cc(Cl)ccc1O)C12CC3CC(CC(C3)C1)C2,4.1%,19.2%,-2.9%,-13.6%,6.2%,
CCCCN(CC)CCNC(=O)Cn1cc2c(n1)-c1c(oc(C(=O)N3CCCC3)c1C)CC2,i,4.9%,-6.7%,-0.8%,-6.4%,
CCCCCCN1CC(=O)N2[C@@H](Cc3c([nH]c4ccccc34)C2(C)C)C1=O,1.3%,5.5%,-0.1%,-17.0%,-2.2%,

# No new results follow: an excerpt of the list.
SMILES,VEEV TC-83 Vero,tuberculosis growth,H37Rv inhibition,H1N1 NS1A inhibition,PhoP GFP inhibition,others
O=C(CSc1nnnn1-c1cccc(C(=O)O)c1)NC(c1ccccc1)c1ccccc1,0.2%,12.6%,-2.6%,5.2%,-1.7%,
CCCCCC(=O)Nc1cc(S(=O)(=O)N2CCOCC2)ccc1Oc1ccc(OCC)cc1,3.0%,-6.1%,-5.5%,-13.2%,6.6%,
Cc1ccccc1OCC(=O)OCC(=O)N1CCc2ccccc21,0.6%,·,·,-4.1%,·,
O=C(Nc1cccc(S(=O)(=O)N2CCOCC2)c1)[C@@H]1CCCN1S(=O)(=O)c1ccc(Cl)cc1,3.9%,25.4%,2.3%,-3.0%,22.7%,
O=[N+]([O-])c1cccc(COc2ccc(CN3CCCC3)cc2)c1,i,·,·,1.2%,·,
CCCn1c(=O)c2c(nc3n2CCCN3CCc2ccc(OC)c(OC)c2)n(C)c1=O,1.8%,17.6%,-2.1%,-25.7%,-8.9%,
CCCCCN1C=CC(=C2C(=O)c3ccccc3C2=O)C=C1,i,8.2%,5.5%,-8.2%,-4.7%,
CC(C)C[C@H](NC(=O)C1CC(=O)N(c2ccc(F)cc2)C1)C(=O)N1CCCCC1 (some centres undefined),0.5%,0.3%,1.8%,2.1%,1.4%,
O=C(c1ccco1)N1CCN(S(=O)(=O)Cc2ccccc2Cl)CC1,0.0%,0.6%,-0.2%,2.5%,-12.4%,
Fc1ccc(-c2nnc(-c3ccc(Cl)cc3)o2)cc1,4.1%,72.1%,8.1%,-14.3%,-14.1%,
CCc1nnc(NC(=O)CN2CCN(S(C)(=O)=O)CC2)s1,1.1%,-12.9%,0.3%,-3.5%,-2.4%,
CCCCn1c(N)c(N(CC(C)C)C(=O)CCS(=O)(=O)c2ccc(C)cc2)c(=O)[nH]c1=O,i,-3.2%,-0.5%,-3.1%,6.1%,

# More records follow.
SMILES,VEEV TC-83 Vero,tuberculosis growth,H37Rv inhibition,H1N1 NS1A inhibition,PhoP GFP inhibition,others
CC(C)Cn1c(N)c(C(=O)COC(=O)/C=C/c2cccs2)c(=O)n(C)c1=O,4.1%,10.0%,-6.4%,4.4%,5.0%,
CCCCn1cnc2c1c(=O)[nH]c(=O)n2CCCC,0.7%,12.1%,-3.1%,8.8%,4.7%,
CN1C(=O)C(C)(C)c2cc(S(=O)(=O)N3CCN(c4ccc(F)cc4)CC3)ccc21,1.6%,4.7%,8.8%,4.0%,7.1%,
Cc1ccccc1C(=O)NNC(=O)C1CC(=O)N(c2ccc3c(c2)OCCO3)C1 (centres undefined),0.5%,-3.0%,11.8%,-7.8%,·,
CC1(C)CC(NC(=O)c2coc(=O)c(Br)c2)CC(C)(C)N1,1.3%,21.4%,-0.6%,3.4%,4.1%,
CCOC(=O)C1CCN(S(=O)(=O)c2cc(C(=O)N3CCCCC3)ccc2OC)CC1,1.5%,-6.3%,-5.7%,-11.2%,-6.3%,
CC(=O)N1CCN(c2ccc(OC[C@H]3CO[C@](Cn4ccnc4)(c4ccc(Cl)cc4Cl)O3)cc2)CC1,i,?,17.5µM*,-2.7%,8.5%&1.9%,
CC(C)(C)NC(=O)NCc1cccnc1,i,-13.5%,-1.6%,9.8%,-0.7%,
COc1ccc(NC(=O)CCC(=O)N/N=C/c2cn(C)nc2C)cc1,i,-4.1%,-11.3%,·,17.7%,
O=C(c1cc2ccccc2oc1=O)N1CCN(CCc2ccccc2)CC1,1.6%,-7.1%,-0.7%,5.8%,-2.4%,
CC(C)(C)NC(=O)CSc1nnc(-c2ccco2)n1Cc1ccco1,i,9.3%,-2.5%,3.1%,-4.5%,
